Source: PubChem BioAssay (National Center for Advancing Translational Sciences (NCATS))
ASM inhibitor – Inhibitors of Secretory Acid Sphingomyelinase (S-ASM): qHTS; Sphingomyelin phosphodiesterase (Homo sapiens), P17405; placental ASM, HMU-PC fluorogenic substrate, 60 min; Potency, µM (top dose mostly 57.5 µM), without a hit: at the top dose activity change, negative = inhibition, hits mostly inhibitors; actives 0.006% (n = 340,000); AID 504937, 2011; note: potency is the fitted concentration of half-maximal effect
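qHTS format. ASM enzyme prepared from human placenta hydrolyses the fluorogenic substrate HMU-PC0 (9 uM final) over 60 min at 37 °C after a 10 min compound preincubation.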
Mito fusion yeast – qHTS Assay for Small Molecule Inhibitors of Mitochondrial Division or Activators of Mitochondrial Fusion; S. cerevisiae fusion-defective mutant growth rescue, CellTiterGlo 48 h; Potency, µM (top dose mostly 46.1 µM), without a hit: at the top dose growth rescue (activation), hits mostly activators; actives 0.23% (n = 320,000); AID 485298, 2010;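 note: potency is the fitted concentration of half-maximal effect; % of control where 0% means no effect; nearly all actives have a fitted effect of over 45% in size; temperature-sensitive fusion mutants such as fzo1-1 at 37 °C on non-fermentable ethanol glycerol medium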
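Read-out: ATP-based luminescence (CellTiterGlo, 10 min ambient) reporting growth of fusion-defective ts yeast after 48 hours at 37C on glycerol/ethanol YPEG medium in the presence of compound.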
GALK inhibitor – qHTS Assay for Inhibitors of Human Galactokinase (GALK); actives 0.007% (n = 270,000); Potency, µM (highest dose often 57.5 µM), for the others: top-dose activity change, negative = inhibition, hits mostly inhibitors; Purified GALK, Kinase-Glo residual ATP luminescence; AID 1868, 2009; note: potency is the fitted concentration of half-maximal effect; % is set by controls: 0 for no effect and ±100 for the full control effect
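Compounds were pin-transferred into ATP buffer (35 uM final), then GALK plus galactose (5 nM, 100 uM final) was added. After 1 h at room temperature, Kinase-Glo Plus was added and luminescence read after 10 min.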
PKM2 act – qHTS Assay for Activators of Human Muscle isoform 2 Pyruvate Kinase | Pyruvate kinase PKM (Homo sapiens), P14618 | purified PKM2, Kinase-Glo ATP luminescence, activation; response scale: 0% is enzyme alone, no compound | Potency, µM (titrated, usually from 57.5 µM), inactives show at the highest dose activation, usual class: activators | actives 0.34% (n = 260,000) | AID 1631, 2009; note: potency is the fitted concentration of half-maximal effect; % is set by controls: 0 for no effect and ±100 for the full control effect; nearly all actives have a fitted effect of over 55% in size
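Purified hPK-M2 (>95% pure) converted ADP (0.1 mM final) to ATP with 0.5 mM PEP in 50 mM imidazole pH7.2, KCl, MgCl2, Tween 20, BSA; 1 h at room temperature. ATP detected by Kinase-Glo luminescence.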
Eya2 phos inh – qHTS Assay for Inhibitors of the Phosphatase Activity of Eya2. Protein phosphatase EYA2 (Homo sapiens), O00167. actives 0.006% (n = 330,000). recombinant Eya2, OMFP fluorescence dephosphorylation (OMFP is methylfluorescein phosphate). Potency, µM (top dose mostly 76.9 µM), without a hit: at the highest dose activity, negative = inhibition, actives largely listed as inhibitors. AID 488837, 2010; note: potency is the fitted concentration of half-maximal effect; % is set by controls: 0 for no effect and ±100 for the full control effect
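Eya2 (0.2 uM) preincubated 10 min at ambient with compound, then OMFP substrate added at 50 uM; 10 min reaction in 50 mM HEPES pH 7.5, 50 mM NaCl, 5 uM MgCl2, 0.05% BSA, 1 mM DTT. Fluorescence read at Ex 485/Em 525 nm.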
hERG WT inh – qHTS for Inhibitors of KCHN2 3.1: Wildtype qHTS | U2OS, BacMam KCNH2, thallium flux FluxOr; stronger effect = lower value | activity change, % at 1.84 µM | actives 0.37% (n = 340,000);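 active = maximum activity change below -70%; inconclusive = maximum activity change between -70% and -50%; inactive = maximum activity change above -50%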; note: % is set by controls: 0 for no effect and ±100 for the full control effect
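U2OS cells were transduced with wild-type KCNH2 virus (2.03 x 10^8 / mL) for 4 h at room temperature, then cultured overnight at 37 C. Thallium flux was read with FluxOr dye. Rate constants were normalized to DMSO controls.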
Chronic BCR inh – qHTS Assay to Find Inhibitors of Chronic Active B-Cell Receptor Signaling; actives 0.05% (n = 340,000); Potency, µM (doses to about 46.1 µM), for the others: top-dose ratio change, negative = lower green/red ratio, most hits filed as inhibitors; AID 493014, 2011; ABC-DLBCL IkBa-CBG/CBR reporter, luminescence ratio, 4 h; active = well fitted inhibition curve with a large enough effect in the signal ratio, with a control signal flat, not every such curve was filed as active; inconclusive = small, poorly fitted or top-dose-only effect, or effect the other way, or a change in a side signal; the % refers to the signal ratio;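 note: potency is the fitted concentration of half-maximal effect; plate controls were basal doxycycline-induced cells for no effect and cells given 10 µM MG132 for full effect; MG132 reads +100%, hits lower the ratio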
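TMD8 ABC-DLBCL cells carrying doxycycline-inducible green luciferase fused to IkappaBalpha plus unfused red luciferase were exposed to compounds (up to 46 uM) for 4 hrs at 37C. Activity came from the overlap-corrected green/red luminescence ratio.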
MBNL1-CUG inh – qHTS Assay for Inhibitors of MBNL1-poly(CUG) RNA binding; actives 0.036% (n = 280,000); AID 2675, 2010; Potency, µM (titrated, usually from 57.5 µM), without a hit: at the top dose activity change, negative = inhibition, usual class: inhibitors; Muscleblind-like protein 1 (Homo sapiens), Q9NR56; TR-FRET MBNL1-His/biotin-(CUG)12 binding, 665/545 ratio; active = well fitted inhibition curve with a large enough effect in the signal ratio, with a control signal flat, not every such curve was filed as active; inconclusive = small, poorly fitted or top-dose-only effect, or effect the other way, or a change in a side signal; inactive = no such curve, though single readings can be large or run the other way; the % refers to the signal ratio; note: potency is the fitted concentration of half-maximal effect; % is set by controls: 0 for no effect and ±100 for the full control effect
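Compounds (final 92 nM to 58 uM) are added to His-tagged MBNL1 and biotin-(CUG)12, then terbium anti-His antibody and streptavidin-XL665 (5 nM final). After 60 min at room temperature, the 665/545 nm ratio is read.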
TSHR antag – Antagonists of the Thyroid Stimulating Hormone Receptor: HTS campaign; Thyrotropin receptor (Homo sapiens), P16473; TSHR-expressing cells, TSH-stimulated cAMP HTRF, 2 h; stronger effect = lower value; activity change, negative = inhibition, % at 11.5 µM; actives 0.2% (n = 330,000); AID 504810, 2011;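 active = activity change below a set negative limit, meaning inhibition stronger than a set level, cut at about -70% in these data; inconclusive = activity change between two set negative limits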; note: % is set by controls: 0 for no effect and ±100 for the full control effect
Target sequence (P16473 whole entry, looked up): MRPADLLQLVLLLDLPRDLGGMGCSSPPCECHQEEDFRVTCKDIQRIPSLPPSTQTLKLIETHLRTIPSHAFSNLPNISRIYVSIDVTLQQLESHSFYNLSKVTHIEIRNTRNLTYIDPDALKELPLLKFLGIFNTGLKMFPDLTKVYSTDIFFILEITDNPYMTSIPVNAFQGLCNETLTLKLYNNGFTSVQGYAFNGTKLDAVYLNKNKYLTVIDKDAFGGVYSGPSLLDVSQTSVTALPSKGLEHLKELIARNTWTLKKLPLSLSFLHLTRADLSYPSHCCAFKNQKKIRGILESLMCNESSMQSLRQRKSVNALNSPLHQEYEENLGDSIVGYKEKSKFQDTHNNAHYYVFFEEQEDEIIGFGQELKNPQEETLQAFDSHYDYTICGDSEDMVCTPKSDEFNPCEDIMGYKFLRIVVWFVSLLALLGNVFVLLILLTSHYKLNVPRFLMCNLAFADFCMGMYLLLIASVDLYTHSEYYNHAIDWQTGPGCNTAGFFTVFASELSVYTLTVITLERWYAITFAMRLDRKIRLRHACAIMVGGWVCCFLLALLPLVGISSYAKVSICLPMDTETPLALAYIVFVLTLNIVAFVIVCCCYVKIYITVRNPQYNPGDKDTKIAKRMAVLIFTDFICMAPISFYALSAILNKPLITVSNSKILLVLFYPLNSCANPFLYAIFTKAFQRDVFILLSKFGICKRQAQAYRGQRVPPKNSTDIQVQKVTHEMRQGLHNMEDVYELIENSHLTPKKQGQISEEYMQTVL
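Cell-based HTRF cAMP assay; TSHR cells + compound, TSH EC80 (4nM final), 2 h, 37 deg C. Lysis with anti-cAMP cryptate and cAMP-d2, 30 min RT, read 665/620 nm.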
USP2a block – qHTS Assay for Inhibitors of Ubiquitin-specific Protease USP2a Using CHOP2 as the Reporter; actives 0.01% (n = 330,000); Potency, µM (doses to about 38.3 µM), inactives show at the highest dose activity change, negative = inhibition, hits mostly inhibitors; USP2 core, Ub-CHOP2 coupled fluorogenic reporter, 485/531; AID 463254, 2010;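 note: potency is the fitted concentration of half-maximal effect; plate controls were DMSO wells for no effect and full inhibition by NEM control for full effect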
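Cell-free coupled assay: 10nM USP2 core preincubated 30min RT with compound in Tris-HCl pH 8.0/CaCl2/CHAPS buffer, then 25nM Ub-CHOP2 and 25nM reporter substrate; fluorescence (Ex 485/Em 531) read after 60min RT, normalized to NEM inhibition, concentration-response curves fitted.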
Menin-MLL TR inh – qHTS Assay for Inhibitors Targeting the Menin-MLL Interaction in MLL Related Leukemias: Competition With Texas Red Labeled MLL-derived Mutant Peptide. Potency, µM (top dose mostly 61.6 µM), for inactives: at the highest dose FP activity change, negative = inhibition, usual class: inhibitors. O00255. actives 0.23% (n = 270,000). Menin + Texas Red MLL mutant peptide, fluorescence polarization. AID 1768, 2009; active = well fitted inhibition curve with a large enough effect in the polarisation, with a control signal flat, not every such curve was filed as active; inconclusive = small, poorly fitted or top-dose-only effect, or effect the other way, or a change in a side signal; inactive = no such curve, though single readings can be large or run the other way; the % refers to the polarisation; note: potency is the fitted concentration of half-maximal effect; % of control where 0% means no effect; many of its hits are not listed in these tables
Active calls of the source: *; i = inactive; ? = inconclusive; nt = no result given; [ ] = another dose, or the depositor's remark. Unless noted, calls come from the whole dose curve; as a rule, active = well fitted curve in the direction sought with a large enough effect; inconclusive = small, poorly fitted or top-dose-only effect, or another doubt; inactive = no such curve, though single readings can be large; an effect the other way counts as inactive or inconclusive. A portion of the library (hit frequency here may not be typical).

Second line of a record – ASM inhibitor	Mito fusion yeast	GALK inhibitor	PKM2 act	Eya2 phos inh	hERG WT inh	Chronic BCR inh	MBNL1-CUG inh	TSHR antag	USP2a block	Menin-MLL TR inh
- CC(CNC(=O)C1CCCCC1)NC(=O)C1CCCCC1 (stereo not drawn)
 : 0%	4%	0%	-3%	10%	-7	-3%	-10%	17	-8%	5%
- CC1=NN(C(=O)CCc2ccccc2)C(c2ccccc2)C1 (stereo not drawn)
 : -1%	1%	1%	-6%	2%	i	4%	-4%	8	4%	3%
- CCOC(=O)c1[nH]c2c(c1-c1ccccc1)C(=O)CC(c1ccc(OC)c(OC)c1)C2 (stereo not drawn)
 : -2%	0%	nt	2%	1%	-2	?	-27%	-9	0%	19%
- O=C(NC1CCCCCC1)C(=S)NCc1ccccc1
 : -4%	1%	0%	12%	-10%	-5	-1%	1%	-13	-7%	-3%
- CN1C(=O)C2(C(C#N)=C(N)Oc3n[nH]c(-c4ccc(Cl)cc4)c32)c2ccccc21 (stereo not drawn)
 : 3%	-3%	-4%	-3%	-4%	16	3%	-13%	8	0%	-8%
- COc1ccc(NC(=O)c2ccc([N+](=O)[O-])s2)c([N+](=O)[O-])c1
 : -1%	-1%	-1%	0%	-10%	1	?	16%	1	1%	?
- O=C(c1cccs1)N1CCN(S(=O)(=O)c2ccccc2)CC1
 : 2%	0%	0%	10%	4%	-2	3%	2%	0	5%	2%
- CCOCCCNC(=O)C(c1ccc(C)cc1)N(Cc1ccc2c(c1)OCO2)C(=O)c1ccccn1 (stereo not drawn)
 : -1%	-1%	9%	0%	-7%	1	-2%	-5%	18	0%	-26%
- O=C1C2C3C=CC(CC3)C2C(=O)N1c1ccc([N+](=O)[O-])cc1 (stereo not drawn)
 : -3%	-2%	-4%	-16%	1%	2	1%	10%	7	0%	-18%
- CC(=O)Nc1cc(C(=O)N(C)Cc2ccccc2)ccc1S(=O)(=O)c1ccc(C)cc1
 : -1%	11%	-5%	nt	7%	-11	-6%	-1%	-4	-1%	?
- CN(C)/C=C/C(=O)c1ncc(C(F)(F)F)cc1Cl
 : 5%	8%	6%	-5%	17%	12	4%	4%	5	2%	-2%
- COc1ccc(S(=O)(=O)NCC(=O)N(CC(=O)NCc2ccco2)Cc2ccccc2)cc1
 : -1%	-1%	-2%	-2%	6%	-3	-1%	-7%	-9	2%	-12%
- COc1ccc(-c2nc3n(n2)C(c2ccccc2Cl)C(C(N)=O)=C(C)N3)cc1 (stereo not drawn)
 : 6%	1%	3%	0%	10%	-3	-16%	0%	-12	-2%	10%[11.7 µM]
- Cc1ccc(N2C(=O)C3CC3C2=O)cc1 (stereo not drawn)
 : 2%	1%	14%	-3%	1%	-1	-2%	-4%	-2	1%	-6%
- C=CCc1cccc(CNc2cnc3ccccc3c2)c1O
 : 131%[activator]	0%	2%	-3%	-6%	-2	-1%	8%	-34	-1%	0%
- NC(=O)CC[C@@H]1NC(=O)[C@H](CO)NC(=O)c2cc([N+](=O)[O-])cc(I)c2NCC[C@@H](C(N)=O)NC(=O)[C@H](Cc2ccc(O)cc2)NC1=O
 : nt	0%	nt	-2%	6%	nt	3%	?	-5	1%	5%
- Cc1cccc(NS(=O)(=O)c2ccc(C(=O)NCCCN3CCCC3=O)cc2)c1C
 : 4%	9%	nt	nt	-18%	-42	-15%	nt	-2	1%	nt
- O=C(CN1C(=O)CC(c2ccccc2)=Nc2ccccc21)NC1CCCCC1
 : 5%	4%	-1%	4%	6%	3	-8%	-1%	13	-2%	2%
- CCOC(=O)Cn1nnc(-c2ccc(OCC(C)C)cc2)n1
 : 3%	-3%	9%	-4%	2%	-7	-2%	-11%	-7	0%	-11%
- Cc1ccccc1CN1CCC(C(=O)Nc2ccc(Oc3cccnc3)cc2)CC1
 : 0%	-9%	-2%	nt	2%	29	8%	8%	2	2%	-9%
- CCNc1nc(NCC)nc(SCCOc2ccc(C)cc2)n1
 : -4%	7%	nt	9%	-7%	-9	?	19%	-8	-2%	12%
- COc1cc(CC(=O)NCCc2ccc(S(N)(=O)=O)cc2)cc(OC)c1OC
 : 2%	-18%[9.22 µM]	2%	-3%	2%	-7	-11%	-5%	6	0%	0%
- O=[N+]([O-])c1ccc(P(=O)(Cc2ccccc2)c2ccccc2O)cc1 (stereo not drawn)
 : -5%	7%	0%	nt	-6%	-7	4%	13%	-2	2%	?
- Cc1cccc(NC(=O)CSc2nc(C3CC3)nc3ccccc23)c1
 : -2%	2%	-3%	-2%	4%	-1	?	1%	-3	4%	5%
- O=C(CCCCCNc1nc(=S)[nH]c2ccccc12)NCc1ccccc1Cl
 : nt	2%	-8%	6%	2%	nt	0%	3%	-6	0%	-10%
- Cc1ccc(S(=O)(=O)NCC(C)n2nc(C)cc2C)cc1 (stereo not drawn)
 : -4%	-5%	0%	-6%	10%	-4	-1%	-7%	0	1%	11%
- COc1ccc(C2=Nn3c(nnc3-c3cccnc3)SC2)cc1
 : 1%	5%	1%	3%	-11%	10	?	-3%	-11	6%	-20%
- O=C(O)C(Cc1ccccc1)N1C(=O)c2cccc3cccc(c23)C1=O (stereo not drawn)
 : 2%	7%	11%	4%	11%	-2	-21%	?	-10	4%	-1%
- COCCNC(=O)c1ccc(N2CC3CC(C2)c2cccc(=O)n2C3)c(NC(=O)c2cc(OC)cc(OC)c2)c1 (stereo not drawn)
 : -2%	26%	3%	nt	-9%	0	-9%	2%	4	1%	nt
- O=C(O)CCN1CC2([N+](=O)[O-])CC=C(OCCO)C([N+](=O)[O-])(C1)C2 (stereo not drawn)
 : 8%	2%	1%	-1%	-4%	0	0%	-6%	9	0%	3%
- O=C(NC(=S)Nc1ccccc1N1CCN(C(=O)c2ccccc2)CC1)c1ccccc1F
 : -2%	10%	0%	1%	-7%	3	4%	-7%	-27	3%	nt
- Cc1ccc(S(=O)(=O)Nc2ccccc2C(=O)Nc2sccc2C(=O)NN(C)C)cc1
 : 23%	-2%	nt	4%	-4%	-4	1%	-13%	-7	3%	?
